Source: PubChem BioAssay (The Scripps Research Institute Molecular Screening Center)
OX1R antag-1: antagonists of human orexin 1 receptor (OX1R). AID 485270. inhibition, % at 6.6 µM. 330,000 compounds, 1.8% hits. OX1R-expressing cells, FRET antagonist read-out. O43613; in the data active = inhibition mostly above about 38%, no sharp cut-off; inactive = mostly below about 40%;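 also: 0% = agonist challenge alone and 100% = reference antagonist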
Target sequence (O43613 whole entry, looked up): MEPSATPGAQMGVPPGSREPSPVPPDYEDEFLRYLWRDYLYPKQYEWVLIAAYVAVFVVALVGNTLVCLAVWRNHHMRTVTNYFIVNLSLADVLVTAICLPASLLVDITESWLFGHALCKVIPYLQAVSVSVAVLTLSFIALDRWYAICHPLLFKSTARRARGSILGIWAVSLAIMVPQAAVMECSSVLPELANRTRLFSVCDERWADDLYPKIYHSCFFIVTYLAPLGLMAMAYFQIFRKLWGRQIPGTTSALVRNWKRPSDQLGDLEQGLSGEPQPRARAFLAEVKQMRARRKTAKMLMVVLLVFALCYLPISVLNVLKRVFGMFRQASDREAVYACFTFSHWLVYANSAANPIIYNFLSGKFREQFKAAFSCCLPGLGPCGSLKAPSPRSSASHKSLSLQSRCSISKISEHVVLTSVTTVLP
OX1R antag-2: antagonists of human orexin 1 receptor; O43613; CHO/OX1R cells, Fluo-8 calcium fluorescence, orexin A; 330,000 compounds, 0.43% hits; AID 434989; inhibition, % at 5 µM;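 active = inhibition above its plate's threshold, mean inhibition of all tested compounds on the plate plus 3 SD, cut at about 37% in these data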;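 also: 0% = orexin A challenge wells and 100% = SB-334867-A antagonist wells; not every result past the cut was called active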
The depositor's hits bear a star.

Sequence of screens: OX1R antag-1	OX1R antag-2
- CC(=O)c1ccc(NC(=O)C2=CC(c3ccc4c(c3)OCO4)=NS(=O)(=O)N2C)cc1
    8	-3
- O=C(O)C1CCCN(S(=O)(=O)c2ccc(Cl)s2)C1 (centres undefined)
    15	-26
- CCN(C(=S)Nc1cc(S(=O)(=O)N2CCOCC2)ccc1Cl)c1cccc2ccccc12
    9	-8
- Cc1ccc(CN(C)C(=O)CCc2nc3sc4c(c3c(=O)[nH]2)CCCC4)o1
    8	-19
- O=C(OCc1nc2ccccc2c(=O)[nH]1)c1cccs1
    3	-22
- CC1(C)Oc2ccc3ccc(=O)oc3c2CC1O (centres undefined)
    3	10
- CCCNC(=O)COC(=O)c1cc(-c2ccc(OC)cc2)nc2ccccc12
    45	-1
- COCCn1c(=NC(=O)c2cc(Cl)sc2Cl)sc2cc(S(N)(=O)=O)ccc21
    10	4
- COc1ccc(CCNC(=O)Cn2c(=O)n(CCCC(=O)NCc3ccco3)c(=O)c3sccc32)cc1OC
    6	-13
- N#Cc1ccc(S(=O)(=O)NC2CCCCNC2=O)cc1 (centres undefined)
    -12	-10
- Cc1cc(C)nc(NS(=O)(=O)c2ccc(N3C(=O)c4ccccc4C3=O)cc2)n1
    20	-2
- O=C(N/N=C/c1ccc[nH]1)c1ccc([N+](=O)[O-])cc1
    57	1
- c1ccc2c(c1)ncn2Cc1nnc2sc(-c3ccncc3)nn12
    15	0
- CCC1CCCCN1Cc1ccc(CNC(=O)CCc2nnc3ccc(N4CCCCC4)nn23)o1 (centres undefined)
    9	4
- CCOc1ccc(S(=O)(=O)NC(C)C(=O)NC2CCCC2)cc1 (centres undefined)
    31	-16
- CSc1nc(Oc2ccc(C)cc2)cc(C(F)(F)F)n1
    19	-10
- CC(=O)c1nc(N2C(=O)CC(Cc3ccccc3)C2=O)sc1C (centres undefined)
    19	-11
- O=C(NCCN1CCCCC1)c1ccc(F)cc1Cl
    13	-9
- C=CCc1ccc(OCCCCN2CC(C)OC(C)C2)c(OC)c1 (centres undefined)
    6	-20
- O=C(O)C1CC(=O)N(c2ccc(OCc3ccccc3Cl)cc2)C1 (centres undefined)
    22	-15
- O=C(O)CC/C(=C\c1ccc2c(c1)OCO2)c1nc2ccccc2s1
    33	-14
- CC(=O)N1CCSc2ccc(S(=O)(=O)N3CCC(C)CC3)cc21
    19	-23
- c1ccc(OCCOc2ncnc3ccccc23)cc1
    14	-17
- CC(C)CNC(=O)COc1ccc2c3c(c(=O)oc2c1)CCC3
    42	-20
- COc1ccc(C2=NNC(=O)CC2)cc1
    6	-3
- Cc1ncc(CO)c2c1Oc1nc(-c3ccccc3)nc(SCC(=O)Nc3cccc(O)c3)c1C2
    -5	-15
- CCOC(=O)c1c(S(=O)(=O)NCC(=O)Nc2ccccc2)c(C)n(C)c1C
    33	-7
- Cc1csc(SCC(=O)Nc2cccc(S(=O)(=O)N3CCCC3)c2)n1
    12	-25
- Cc1ccc(N2CCN(/N=C/C3=C(N4CCOCC4)C(=C\c4ccccc4)/CC3)CC2)cc1
    0	-14
- Cc1sc2nc(CSc3ccc([N+](=O)[O-])cc3)[nH]c(=O)c2c1C
    11	12
- CN(CC(=O)Nc1ccc(F)c(F)c1F)C(=O)c1ccc(=O)[nH]c1
    27	-5
- CN(CC(=O)Nc1cccc(Cl)c1)S(=O)(=O)c1ccc2[nH]c(=O)oc2c1
    16	-6
- CC(=O)c1cccc(CN2CCN(Cc3ccc(C)cc3)C(CCO)C2)c1 (centres undefined)
    11	-23
- CCC1CCCN1Cn1cnc2c([nH]c3ccc(OC)cc32)c1=O (centres undefined)
    4	-12
- COc1ccc(NC(=O)Cn2nnc(C(=O)NCc3ccc4c(c3)OCO4)c2N)cc1
    4	7
- COC(=O)c1cccc(-n2c(=O)n(Cc3ccccc3)c(=O)c3[nH]cnc32)c1C
    -2	-19
- CSc1ccc(C(=O)C2CCCN(C(=O)c3nonc3C)C2)cc1 (centres undefined)
    13	-11
- O=C(CNC(=O)c1ccc(Br)o1)NCC1COc2ccccc2O1 (centres undefined)
    6	-22
- CCCc1nn(CCc2ccccn2)c(N)c1CC
    4	-5
- COc1ccc(-n2ccnc2SCC(=O)NCc2ccc3c(c2)OCO3)cc1
    15	-13
- COC(=O)c1cccc(NC(=S)NC(C)C)c1
    -1	-15
- Cn1cnnc1SCC(=O)Nc1ccc(N2CCCCC2)cc1
    0	-10
- Cc1ccc(Sc2ccc(/C=C3/C(=O)NN(c4ccccc4)C3=O)o2)cc1
    4	-3
- COc1ccc(NC(=O)c2ccc(-n3cccn3)nc2)cc1
    15	-27
- CC1CC(C)CN(c2ccc(S(=O)(=O)N3CCOCC3)cc2)C1 (centres undefined)
    -1	-6
- CCOC(=O)C(=NC(C)C)NNc1cc(Cl)ccc1Cl
    13	-26
- CC(C)NC(=O)Cn1cc(C(=O)C2CC2)c2ccccc21
    3	7
- CCCCC(CC)CNC(=O)C1CC=CCC1C(=O)O (centres undefined)
    9	-8
- O=C(Nc1ccccn1)c1cccs1
    4	0
- O=C(COc1ccc(Cl)cc1Cl)N1CCN(C(=O)c2ccco2)CC1
    12	1
- Cc1ccc(CS(=O)(=O)CCC(=O)NCCc2ccccc2)cc1
    3	-40
- O=C(NC(=O)N1CCN(c2ccccc2)CC1)c1ccc(Cl)cc1
    12	-1
- COc1cccc(CNC(C)C(=O)Nc2ccc(S(=O)(=O)N3CCCC3)cc2)c1 (centres undefined)
    2	-19
- CCOC(=O)c1c(N2C(=O)C3CC(C)=C(C)CC3C2=O)sc(C)c1C (centres undefined)
    8	-14
- CCC(=O)c1ccccc1OCCN1C(=O)NC(C)(C)C1=O
    13	-14
- c1ccc2c(CSCCc3ccncc3)cccc2c1
    28	-30
- C=CCN1C(=S)N[C@@H]2CS(=O)(=O)C[C@@H]21
    5	-1
- Cc1cccc(C(=S)N2CCOCC2)n1
    3	-14
- COc1ccc(-c2csc(/N=C/N(C)C)n2)cc1OC
    13	-33
- CCc1ccc(-c2cc(C)no2)cc1S(=O)(=O)NCc1ccccc1OC
    36	15

Going on with the list.
Sequence of screens: OX1R antag-1	OX1R antag-2
- COc1ccccc1/C=C/C(=O)NCC(=O)N/N=C(/C)c1ccco1
    15	-12
- Cc1ccnc2nc(C(=O)OCC(=O)N(Cc3ccccc3)C(C)C)nn12
    8	14
- COc1ccc(N(C(C)C(=O)NN=C2CCCC2)S(C)(=O)=O)cc1 (centres undefined)
    17	-28
- CN1CCN(c2ccc(CNS(=O)(=O)c3ccccc3)cc2)CC1
    0	-7
- CCOc1ccc(N(CC(=O)Nc2ccc(C)c(C)c2)S(C)(=O)=O)cc1
    10	-33
- CC(C)(C)c1ccc(NC(=O)CC2(C(F)(F)F)OCCO2)cc1
    20	0
- COc1ccc(S(=O)(=O)Nc2c(NC3CCCCC3)c3ccccc3oc2=O)cc1OC
    14	-9
- O=C(NCc1ccccc1)C(c1ccccc1F)N(C(=O)c1csnn1)C1CCCC1 (centres undefined)
    19	-33
- Cc1cc(NS(=O)(=O)c2ccc(NC(=O)CSc3nnc(-c4ccco4)n3C)cc2)nc(C)n1
    19	6
- Cc1cc(C)n(C2CC(=O)N(c3cccc(Cl)c3)C2=O)n1 (centres undefined)
    -3	-11
- COc1ccccc1-c1ccc(SCC(=O)Nc2cc(C)on2)nn1
    11	-12
- COc1cc2c(C(=O)N3CCN(c4ccccc4)CC3)c(C)oc2cc1Br
    8	-24
- COc1ccc2cc(CN(CC3CCCO3)S(=O)(=O)c3ccccc3)c(=O)[nH]c2c1 (centres undefined)
    12	-9
- CCc1cccc2c(=O)c(C(=O)N3CCOCC3)c[nH]c12
    22	-19
- O=C(NCCCCCCNC(=O)OCCO)OCCO
    5	-9
- Nc1n[nH]c2c1C1(CCCCC1)Cc1ccccc1-2
    12	0
- O=C(Cc1ccc([N+](=O)[O-])cc1)N1N=C2CCCCC2C1(O)C(F)(F)F (centres undefined)
    10	-7
- COc1cccc(CNC(=O)CNC(=O)c2cccs2)c1
    26	-10
- N#Cc1cccc(NC(=O)CC2CCCC2)c1
    22	-23
- O=C1C=C(NCC2CCCO2)C2(CCCCC2)O1 (centres undefined)
    4	-14
- CC(C)OC(=O)Cn1nc(C(c2ccccc2)c2ccccc2)oc1=O
    5	-11
- O=C1c2ccc(-c3ccc4c(c3)C(=O)N(CCCO)C4=O)cc2C(=O)N1CCCO
    59*	-12
- OCCNCc1cccc(Br)c1
    10	-8
- O=C(Nc1ccc2c(c1)OCCO2)NC1CCCCC1
    17	-1
- Cc1cccc(OCC(=O)NNC(=O)Cn2c(=O)cnc3ccccc32)c1
    20	-7
- CCOC(=O)C(NC(=O)c1ccccc1)(N1CCCC1=O)C(F)(F)F (centres undefined)
    -3	4
- Oc1ccc(C=Nc2ccccc2-c2nc3ccccc3[nH]2)cc1
    10	-19
- O=C1NCCN1CCNS(=O)(=O)c1ccc(F)cc1
    2	-10
- CCOC(=O)[C@H]1[C@H]2COc3cc(OC)ccc3[C@@H]2N2C(=O)N(c3ccc(Br)cc3)C(=O)[C@@]12C
    9	-29
- Cc1nc2ccc(Br)cc2c2c1CC(CBr)O2 (centres undefined)
    17	-24

Copied from above (26 entries):
Sequence of screens: OX1R antag-1	OX1R antag-2
- Cc1ccnc2nc(C(=O)OCC(=O)N(Cc3ccccc3)C(C)C)nn12
    8	14
- COc1ccc(N(C(C)C(=O)NN=C2CCCC2)S(C)(=O)=O)cc1 (centres undefined)
    17	-28
- CN1CCN(c2ccc(CNS(=O)(=O)c3ccccc3)cc2)CC1
    0	-7
- CCOc1ccc(N(CC(=O)Nc2ccc(C)c(C)c2)S(C)(=O)=O)cc1
    10	-33
- CC(C)(C)c1ccc(NC(=O)CC2(C(F)(F)F)OCCO2)cc1
    20	0
- COc1ccc(S(=O)(=O)Nc2c(NC3CCCCC3)c3ccccc3oc2=O)cc1OC
    14	-9
- O=C(NCc1ccccc1)C(c1ccccc1F)N(C(=O)c1csnn1)C1CCCC1 (centres undefined)
    19	-33
- Cc1cc(NS(=O)(=O)c2ccc(NC(=O)CSc3nnc(-c4ccco4)n3C)cc2)nc(C)n1
    19	6
- Cc1cc(C)n(C2CC(=O)N(c3cccc(Cl)c3)C2=O)n1 (centres undefined)
    -3	-11
- COc1ccccc1-c1ccc(SCC(=O)Nc2cc(C)on2)nn1
    11	-12
- COc1cc2c(C(=O)N3CCN(c4ccccc4)CC3)c(C)oc2cc1Br
    8	-24
- COc1ccc2cc(CN(CC3CCCO3)S(=O)(=O)c3ccccc3)c(=O)[nH]c2c1 (centres undefined)
    12	-9
- CCc1cccc2c(=O)c(C(=O)N3CCOCC3)c[nH]c12
    22	-19
- O=C(NCCCCCCNC(=O)OCCO)OCCO
    5	-9
- Nc1n[nH]c2c1C1(CCCCC1)Cc1ccccc1-2
    12	0
- O=C(Cc1ccc([N+](=O)[O-])cc1)N1N=C2CCCCC2C1(O)C(F)(F)F (centres undefined)
    10	-7
- COc1cccc(CNC(=O)CNC(=O)c2cccs2)c1
    26	-10
- N#Cc1cccc(NC(=O)CC2CCCC2)c1
    22	-23
- O=C1C=C(NCC2CCCO2)C2(CCCCC2)O1 (centres undefined)
    4	-14
- CC(C)OC(=O)Cn1nc(C(c2ccccc2)c2ccccc2)oc1=O
    5	-11
- O=C1c2ccc(-c3ccc4c(c3)C(=O)N(CCCO)C4=O)cc2C(=O)N1CCCO
    59*	-12
- OCCNCc1cccc(Br)c1
    10	-8
- O=C(Nc1ccc2c(c1)OCCO2)NC1CCCCC1
    17	-1
- Cc1cccc(OCC(=O)NNC(=O)Cn2c(=O)cnc3ccccc32)c1
    20	-7
- CCOC(=O)C(NC(=O)c1ccccc1)(N1CCCC1=O)C(F)(F)F (centres undefined)
    -3	4
- Oc1ccc(C=Nc2ccccc2-c2nc3ccccc3[nH]2)cc1
    10	-19

Remaining list, next part
Sequence of screens: OX1R antag-1	OX1R antag-2
- CCOC(=O)C(C)Sc1nc(C2CC2)cc(C(F)(F)F)c1C#N (centres undefined)
    7	-42
- O=C(CCN=C1NS(=O)(=O)c2ccccc21)OCc1nnc(-c2ccccc2)o1
    25	-8
- COc1ccc(NC(=O)COC(=O)C23CC4CC(CC(Cl)(C4)C2)C3)c(OC)c1
    14	-24
- COc1ccccc1NC(=O)c1c(N=Cc2cccc([N+](=O)[O-])c2)cnn1C
    7	-15
- O=C(CCCN1C(=O)/C(=C/c2ccccc2Cl)SC1=S)N1CCOCC1
    20	-41
- O=S(=O)(NCCCO)c1ccc2c(c1)Cc1cc(S(=O)(=O)NCCCO)ccc1-2
    8	-2
- Cc1ccc2nc(-c3cccs3)oc(=O)c2c1
    31	-6
- CC(=O)c1cccc(NC(=O)CCc2nnc3ccc(NCc4ccco4)nn23)c1
    -5	-10
- Cc1ccc(OCC(=O)Nc2cccc(-c3nnc(-c4ccccc4)o3)c2)cc1
    -3	-8
- Cc1ccc(CNS(=O)(=O)c2ccc3c(c2)C(C)(C)C(=O)N3C)cc1
    8	-11
